Bioassay records deposited in PubChem BioAssay by Sanford-Burnham Center for Chemical Genomics.
MIN6 prolif = inducers of beta-cell replication in MIN6 cells; MIN6 cells proliferation, ATPlite luminescence, 48 h; cells starved in 0.2% serum; 100% = growth in 10% serum; 0.29% of 330,000 active; proliferation, % at 10 µM;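 active = compounds whose signal lies at least 3.5 SD above the mean of all wells on their plate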;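 also: 0% = DMSO-treated cells in low-serum medium and 100% = 10% serum control; some compounds called inactive have numbers as strong as hits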
PfG6PD inh = PfG6PD (Plasmodium falciparum) enzyme inhibition. PfGluPho enzyme, NADPH resazurin-diaphorase fluorescence. inhibition, % at 20 µM. 0.78% of 350,000 active;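 active = inhibition reaching at least a set limit at 20 µM in the primary screen, cut at about 59% in these data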;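 also: 0% = DMSO wells with substrate and 100% = DMSO wells lacking glucose-6-phosphate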
SENP6 block = inhibitors of human SENP6 protease | Q9GZR1 | 1.8% of 330,000 active | inhibition, % at 10 µM | Recombinant SENP6 catalytic domain, aminoluciferin luminescence | AID 2599;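 active = inhibition above about 50% at the single tested dose, limit read from the data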;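 also: plate controls were DMSO wells with enzyme for no effect and DMSO wells lacking enzyme for full effect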
SENP8 block-1 = inhibitors of human SENP8 protease. 1.2% of 330,000 active. AID 2540. Q96LD8. purified SENP8, Z-RLRGG-aminoluciferin cleavage, luminescence. inhibition, % at 10 µM; in the data active = inhibition above about 50%
Target sequence (Q96LD8 whole entry, looked up): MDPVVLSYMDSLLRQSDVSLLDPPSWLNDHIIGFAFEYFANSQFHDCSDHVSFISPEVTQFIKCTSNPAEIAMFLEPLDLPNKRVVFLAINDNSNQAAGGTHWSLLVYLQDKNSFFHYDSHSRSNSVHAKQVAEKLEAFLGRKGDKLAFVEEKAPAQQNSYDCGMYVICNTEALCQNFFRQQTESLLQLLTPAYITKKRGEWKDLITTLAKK
HKDC1 inh = inhibitors of human hexokinase HKDC1 | Q2TB90 | AID 493160 | 0.16% of 340,000 active | recombinant HKDC1, G6PDH/diaphorase resazurin coupled fluorescence | inhibition, % at 20 µM;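 active = inhibition above about 35% when tested at 20 µM, limit read from the data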;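 also: plate controls were DMSO wells with enzyme for no effect and DMSO wells lacking enzyme for full effect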
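test system = in-house recombinant HK5 (HKDC1) enzyme | amount = HKDC1 at 5 µg/mL | control set = DMSO-enzyme wells negative, buffer-substituted wells positive | compound = one dose of 20 µM, 1% DMSO | schedule = reaction time 90 min, room temperature, protected from light | technique = resorufin fluorescence at 613 nm | reagent = glucose with 1 mM ATP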
SENP7 block = inhibitors of human SENP7 protease; Q9BQF6; 1.5% of 330,000 active; AID 434973; recombinant SENP7, Z-RLRGG-aminoluciferin luminescence, 40 min; inhibition, % at 5 µM;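 active = inhibition above about 50% at the single test dose, limit read from the data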;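 also: plate controls were DMSO with enzyme for no effect and no enzyme buffer wells for full effect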
Target sequence (Q9BQF6 706-1050 limits assumed): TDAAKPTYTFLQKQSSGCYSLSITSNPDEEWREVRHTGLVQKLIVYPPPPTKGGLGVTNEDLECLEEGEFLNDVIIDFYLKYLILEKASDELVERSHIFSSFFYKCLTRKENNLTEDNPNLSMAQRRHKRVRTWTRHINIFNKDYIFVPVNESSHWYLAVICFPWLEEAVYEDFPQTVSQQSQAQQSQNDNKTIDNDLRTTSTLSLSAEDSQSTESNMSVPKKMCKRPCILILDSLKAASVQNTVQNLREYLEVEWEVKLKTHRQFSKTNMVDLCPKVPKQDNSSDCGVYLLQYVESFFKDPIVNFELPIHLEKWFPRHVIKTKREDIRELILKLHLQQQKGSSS
UBC13 inh = human UBC13 polyubiquitination inhibition. P61088. UBC13 polyubiquitin chain formation, TR-FRET. inhibition, % at 20 µM. 0.47% of 330,000 active; in the data active = inhibition above about 45%, passing the limit was not always enough
Target sequence (P61088 whole entry, looked up): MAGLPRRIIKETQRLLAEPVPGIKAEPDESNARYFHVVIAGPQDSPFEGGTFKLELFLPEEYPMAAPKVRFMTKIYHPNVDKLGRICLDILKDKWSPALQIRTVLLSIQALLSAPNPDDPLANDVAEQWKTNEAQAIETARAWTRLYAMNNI
SENP1 FRET inh = inhibitors of human SENP1 SUMO protease catalytic domain; inhibition, % at 10 µM; recombinant SENP1 catalytic domain, CyPet-SUMO1-YPet FRET cleavage; 0.21% of 360,000 active; Q9P0U3;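 active = inhibition at least 30% at 10 µM, raw YFP signal under a set limit, fluorescence ratio 0.5 to 1.5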;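 also: 0% = enzyme with DMSO and 100% = no enzyme wells; some results filed as inactive read as strong as hits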
Target sequence (Q9P0U3 419-644 limits assumed): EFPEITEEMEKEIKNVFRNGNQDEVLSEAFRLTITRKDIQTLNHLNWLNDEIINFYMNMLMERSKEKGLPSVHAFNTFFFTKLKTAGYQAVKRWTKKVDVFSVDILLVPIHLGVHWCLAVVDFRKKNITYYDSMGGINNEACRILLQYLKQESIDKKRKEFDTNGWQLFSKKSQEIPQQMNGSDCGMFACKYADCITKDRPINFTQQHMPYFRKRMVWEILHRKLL
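System: Recombinant human SENP1 catalytic domain, His6-tagged | Incubation: Enzyme reaction for 50 min at room temperature, dark | Medium: Tris pH 8 with BME, BSA, NP40 and catalase | Also added: 25 nM SUMO1 FRET substrate | Compound: 10 µM single point, 0.5% DMSO | Measured by: FRET fluorescence in CFP and YFP emission channels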
SENP8 block-2 = SENP8 (human) protease inhibition. Q96LD8. recombinant SENP8, Nedd8 substrate fluorescence. inhibition, % at 20 µM. 0.64% of 360,000 active. AID 602440; in the data active = inhibition mostly above about 40%, no sharp cut-off; inactive = mostly below about 27%
* marks the source's active call; other numbers are inactive results; x = no result given.

Field names: A = MIN6 prolif; B = PfG6PD inh; C = SENP6 block; D = SENP8 block-1; E = HKDC1 inh; F = SENP7 block; G = UBC13 inh; H = SENP1 FRET inh; I = SENP8 block-2
> CC1Cc2ccccc2N1C(=O)Cn1c(=O)oc2cc(S(=O)(=O)N3CCCCC3)ccc21 (stereo not drawn)
  A = 0; B = 3; C = 1; D = -8; E = -1; F = 8; G = 10; H = -2; I = 9
> CCCN1CCC(=NNC(=O)c2ccc(Br)o2)CC1
  A = 0; B = -1; C = -19; D = -3; E = -11; F = -2; G = 4; H = -2; I = 1
> O=C(Oc1coc(CSc2nnc(NC(=O)c3cccs3)s2)cc1=O)c1ccccc1
  A = 2; B = -50; C = -25; D = -3; E = 19; F = 8; G = 0; H = 3; I = -10
> CCc1nnc(NC(=O)CN2CCCC(C)C2)s1 (stereo not drawn)
  A = 0; B = 1; C = -10; D = 5; E = -6; F = -3; G = 0; H = 4; I = 12
> Cc1ccc(CC(=O)N2CCN(C(=O)C3CCCO3)CC2)cc1 (stereo not drawn)
  A = -2; B = -4; C = -5; D = 5; E = -1; F = -2; G = -3; H = 0; I = 4
> Cc1ccc(NC(=O)c2cc(-n3cnnc3)ccc2Cl)cc1
  A = -1; B = -10; C = -6; D = -8; E = 1; F = -1; G = 1; H = 1; I = 3
> Cc1ccc(C(=O)c2ccc([N+](=O)[O-])cc2)c(C)c1
  A = 0; B = 20; C = -10; D = -5; E = 0; F = -2; G = -5; H = 1; I = 28
> CCCS(=O)(=O)N1CCN(C(=O)c2ccc(-c3ccccc3)cc2)CC1
  A = -1; B = 1; C = 8; D = -6; E = -2; F = -1; G = 4; H = 1; I = -1
> S=C(NCCC1=CCCCC1)Nc1ccc(Cl)cc1
  A = -3; B = 4; C = -7; D = -6; E = -6; F = -4; G = 5; H = 1; I = 19
> CCN(CC)CCn1cnc2c1c(=O)[nH]c(=O)n2Cc1ccccc1
  A = 0; B = 12; C = 5; D = 1; E = 0; F = -5; G = 2; H = 4; I = 19

Continued, starting with the last 2 of the part before.
Field names: A = MIN6 prolif; B = PfG6PD inh; C = SENP6 block; D = SENP8 block-1; E = HKDC1 inh; F = SENP7 block; G = UBC13 inh; H = SENP1 FRET inh; I = SENP8 block-2
> S=C(NCCC1=CCCCC1)Nc1ccc(Cl)cc1
  A = -3; B = 4; C = -7; D = -6; E = -6; F = -4; G = 5; H = 1; I = 19
> CCN(CC)CCn1cnc2c1c(=O)[nH]c(=O)n2Cc1ccccc1
  A = 0; B = 12; C = 5; D = 1; E = 0; F = -5; G = 2; H = 4; I = 19
> O=C(C1CCC(CNS(=O)(=O)c2cccc3cccnc23)CC1)N1CCc2ccccc21 (stereo not drawn)
  A = -1; B = -1; C = 4; D = 8; E = -7; F = -8; G = 1; H = 4; I = -9
> CCCc1ccc2oc(C(=O)N3CCN(c4cnccn4)CC3)c(C)c2c1
  A = 0; B = -9; C = -13; D = -5; E = 2; F = 0; G = 2; H = 1; I = -448
> O=C(Cc1ccc(Cl)cc1)NCCS(=O)(=O)N1CCN(c2ccccc2)CC1
  A = 3; B = 2; C = -19; D = 10; E = -1; F = -3; G = 0; H = 1; I = -1
> COc1cc(C(=O)Nc2nnc(CC(=O)N3CCOCC3)s2)cc(OC)c1OC
  A = -1; B = -6; C = -4; D = -3; E = -1; F = -1; G = 6; H = 1; I = 18
> CSc1ccc(S(=O)(=O)NCC(=O)OC2CCOC2=O)cc1[N+](=O)[O-] (stereo not drawn)
  A = 2; B = 15; C = -18; D = 5; E = -8; F = -3; G = 0; H = 3; I = 25
> O=C(O)CSc1sc(=S)sc1SCC(=O)O
  A = 2; B = 15; C = 13; D = 3; E = 0; F = -3; G = -2; H = 2; I = 23
> O=C(O)c1cccc(-n2cccc2/C=C\[N+](=O)[O-])c1
  A = -2; B = 5; C = 10; D = 9; E = 0; F = 2; G = -11; H = 0; I = -65
> CCNC(=O)/C(C#N)=C/c1c(N2CCN(c3ccccc3)CC2)nc2c(C)cccn2c1=O
  A = 3; B = -6; C = -15; D = -1; E = -6; F = 5; G = -4; H = -172; I = -174
> Cc1cccc(NC(=O)c2ccc3c(c2)CCN3S(C)(=O)=O)c1
  A = 1; B = -4; C = 12; D = -7; E = -1; F = 4; G = -6; H = -2; I = 11
> C/C=C/c1ccc(OCC(=O)N(CCOC)c2c(N)n(CCCC)c(=O)[nH]c2=O)c(OC)c1
  A = 0; B = 3; C = -20; D = -5; E = -2; F = 5; G = 1; H = -8; I = -10
> COc1cc(/C=C/C(=O)O)ccc1OCc1ccccc1C#N
  A = 1; B = -11; C = -12; D = -15; E = -9; F = 0; G = -8; H = 2; I = 2
> Cc1ccc(CN2C(=O)c3ccccc3NC2c2ccccn2)cc1 (stereo not drawn)
  A = -1; B = 13; C = -14; D = 1; E = -3; F = 2; G = 22; H = 2; I = -394
> O=C(CS(=O)c1ccc(C(F)(F)F)cc1[N+](=O)[O-])Oc1ccc(Cl)cc1 (stereo not drawn)
  A = -6; B = 1; C = -3; D = 1; E = 7; F = 6; G = -4; H = 1; I = 10
> Cc1ccc2nc(-c3ccccc3)cc(C(=O)N3CCN(c4ccccc4O)CC3)c2c1
  A = -7; B = 9; C = 5; D = 2; E = 5; F = -4; G = -3; H = -1; I = -7
> COc1ccccc1CNC(=O)C1CCN(S(=O)(=O)c2cccc3cccnc23)CC1
  A = -1; B = -6; C = 6; D = 4; E = -3; F = -1; G = 4; H = -1; I = 1
> O=C1CCC(=O)N1Cc1c(Cl)cccc1Cl
  A = 0; B = 2; C = -8; D = 7; E = -7; F = 7; G = 2; H = 2; I = -1
> CS(=O)(=O)N(CC(=O)NCc1ccccc1)C1CCCCC1
  A = -1; B = -8; C = -6; D = 0; E = 5; F = 12; G = 3; H = -1; I = 23
> COC(=O)c1ccc(Nc2c([N+](=O)[O-])ccc3nonc23)cc1
  A = 0; B = -20; C = -15; D = -7; E = -1; F = -13; G = -45; H = 8; I = 27
> CN(C)C(=O)C1C2NC(=S)N(c3cccc(Cl)c3)C1(C)Oc1ccc(Cl)cc12 (stereo not drawn)
  A = -3; B = -9; C = -3; D = 0; E = -3; F = 5; G = -1; H = 1; I = 13
> c1ccc(CNCc2ccco2)cc1
  A = 2; B = -7; C = -6; D = -8; E = -5; F = -16; G = 3; H = 1; I = 6
> Cc1ccnc(NS(=O)(=O)c2ccc(Oc3ccccc3)cc2)c1
  A = 1; B = -17; C = -10; D = 0; E = 3; F = 6; G = 2; H = 1; I = -294
> CC(Cc1cccnc1)NC(=O)c1cc(COc2ccc(F)cc2F)on1 (stereo not drawn)
  A = 4; B = -21; C = 8; D = 4; E = 5; F = -5; G = -6; H = 0; I = 2
> COc1ccc(NC(=O)COc2ccccc2C#N)c(S(=O)(=O)N2CCCCC2)c1
  A = 2; B = -3; C = -3; D = 0; E = -3; F = 8; G = 4; H = 2; I = 15
> N#CCCN(Cc1ccccc1)C(=O)c1cccs1
  A = -3; B = -3; C = -5; D = 6; E = -1; F = 1; G = 4; H = 0; I = 0
> O=C(Nc1ccccc1)C1=C(c2ccccc2)S(=O)(=O)CCS1(=O)=O
  A = x; B = 41; C = x; D = x; E = 5; F = x; G = x; H = 2; I = 12
> O=C(/C=C\c1ccccc1)Oc1cccc2cccnc12
  A = -4; B = -1; C = -9; D = -4; E = 3; F = -3; G = 5; H = 0; I = 16
> CCc1nc2c(cnn2-c2ccc(F)cc2)c(=O)n1-c1ccc(N2CCC(C)CC2)cc1
  A = -5; B = -8; C = -1; D = 4; E = 5; F = -2; G = 17; H = 2; I = -5
> COC(=O)C1=C[C@@H](C(=O)OC)C2C3=C(C(=O)C24CCCCC4)[C@H](C)n2c(=O)n(-c4ccccc4)c(=O)n2[C@@H]3C1 (stereo partly drawn)
  A = -2; B = -12; C = 0; D = -7; E = -1; F = -3; G = 2; H = 1; I = 8
> O=C(CC(=O)Nc1ccc(F)cc1F)Nc1ccc(F)cc1F
  A = 4; B = -2; C = -1; D = 5; E = -4; F = 1; G = 4; H = 1; I = 13
> COc1ccc(OC)c(S(=O)(=O)N2CCC(NC(=O)c3ccccc3)CC2)c1
  A = -2; B = 3; C = 2; D = -12; E = -1; F = 0; G = 1; H = 3; I = 10
> CCOC(=O)C1CCCN(C(=O)COc2ccc(S(=O)(=O)N(CC)c3ccccc3)cc2)C1 (stereo not drawn)
  A = 3; B = 24; C = -5; D = -5; E = -8; F = -4; G = -4; H = 1; I = 5
> COc1ccc(C(=O)N2CCN(c3cnn(-c4ccccc4)c(=O)c3Cl)CC2)cc1
  A = -2; B = 1; C = -18; D = 7; E = -5; F = 6; G = -2; H = 1; I = 1
> COc1cccc(OCc2cc(C(=O)N3CCN(C)C(c4ccccc4)C3)no2)c1 (stereo not drawn)
  A = -2; B = -4; C = -6; D = -4; E = 3; F = 5; G = 15; H = -1; I = 1
> COc1ccccc1CN1CC(C(=O)NCCc2ccc(Cl)cc2)CC1=O (stereo not drawn)
  A = -4; B = -4; C = -30; D = -2; E = -2; F = -3; G = 6; H = 2; I = 19
> CC(O/N=C/c1ccccc1OC(F)F)C(=O)Nc1cccc(S(=O)(=O)N2CCOCC2)c1 (stereo not drawn)
  A = 0; B = 13; C = 5; D = -8; E = -3; F = -2; G = 8; H = 2; I = 21
> COc1ccc(N2CCN(C(=O)C(=O)c3cn(CC(=O)N4CCCCCC4)c4ccccc34)CC2)cc1
  A = -6; B = 12; C = -16; D = 2; E = -1; F = -7; G = -1; H = -2; I = -21
> Cc1ccccc1NC(=O)CCS(=O)(=O)c1ccc(Br)cc1
  A = -3; B = 3; C = -7; D = -13; E = -7; F = -3; G = 0; H = 2; I = 13
> Cc1cc(C)cc(NS(=O)(=O)c2cc(Br)cnc2N)c1
  A = 0; B = 2; C = 4; D = -12; E = 2; F = 12; G = 1; H = 1; I = -6
> CN(Cc1cccs1)C(=O)c1cc(S(=O)(=O)N2CCOCC2)ccc1N1CCCC1
  A = 1; B = 0; C = -15; D = -3; E = -4; F = 4; G = -4; H = -1; I = -9
> CCCN(Cc1nnc(-c2cccs2)o1)C(=O)c1cc(S(=O)(=O)N2CCOCC2)ccc1C
  A = -4; B = 4; C = 6; D = -2; E = -1; F = 7; G = 0; H = -4; I = -8
> Cc1nn(C)c2ncc(C(N)=O)c(Oc3cccnc3)c12
  A = 1; B = -5; C = -9; D = -2; E = -1; F = 8; G = 3; H = -1; I = -46
> CC1CCCN(C(=S)SCC(=O)c2cc(Br)cc(Br)c2O)C1 (stereo not drawn)
  A = -6; B = -20; C = -1; D = -9; E = -15; F = 3; G = -12; H = -41; I = -5
> Cc1ccc(SCC(=O)Nc2cc(S(=O)(=O)N3CCCCC3)ccc2C)cc1
  A = -1; B = 14; C = -7; D = -15; E = -2; F = -6; G = -4; H = -2; I = 6
> Cc1ccc(C)c(NC(=O)CN(C)C(=O)c2cccc(S(=O)(=O)N(C)C)c2)c1
  A = 1; B = -5; C = -18; D = -2; E = -8; F = 4; G = 0; H = 1; I = 6
> O=C(O)/C=C/c1ccc(S(=O)(=O)N2CCN(CCN3C(=O)C4C5C=CC(C5)C4C3=O)CC2)cc1 (stereo not drawn)
  A = -3; B = -13; C = -20; D = 7; E = -6; F = 2; G = -1; H = 0; I = 10
> Cc1cccc(C)c1Nc1nnc(SCC(=O)Nc2sccc2C#N)s1
  A = -2; B = -12; C = 23; D = 9; E = 2; F = 9; G = -1; H = -4; I = -21
> N#CNC(=Nc1cccc(F)c1)SCc1cccc(F)c1
  A = -6; B = -12; C = -4; D = -3; E = 10; F = -3; G = 1; H = 1; I = 22
